# Bioassay records deposited in PubChem BioAssay by National Center for Advancing Translational Sciences (NCATS).
# TSHR antagonist: Antagonists of the Thyroid Stimulating Hormone Receptor: HTS campaign; TSHR-expressing cells, TSH-stimulated cAMP HTRF, 2 h; active compounds read low; 330,000 compounds, 0.2% hits; activity change, negative = inhibition, % at 11.5 µM; Thyrotropin receptor (Homo sapiens), P16473;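 active = activity change below a set negative limit, meaning inhibition stronger than a set level, cut at about -70% in these data; inconclusive = activity change between two set negative limits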; note: % is set by controls: 0 for no effect and ±100 for the full control effect
#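 TSHR-expressing cells were treated with compounds, then stimulated with TSH at EC80 (4nM final) for 2 hours at 37 deg C. Cellular cAMP was measured by HTRF competition between lysate cAMP and cAMP-d2 for a cryptate-labelled anti-cAMP antibody.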
# S-ASM inh: Inhibitors of Secretory Acid Sphingomyelinase (S-ASM): qHTS. Potency, µM (series often up to 57.5 µM), for inactives: at the highest dose activity change, negative = inhibition, most hits filed as inhibitors. placental ASM, HMU-PC fluorogenic substrate, 60 min. 340,000 compounds, 0.006% hits. AID 504937, 2011; note: potency is the fitted concentration of half-maximal effect
#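 Human placenta-derived ASM preincubated with compound 10 min at room temperature, then reacted with 9 uM (final) fluorogenic HMU-PC substrate for 60 min at 37 C. Stop solution raises pH to 10; fluorescence read at Ex 386/Em 447 nm.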
# MLL CXXC-DNA inh: qHTS Fluorescence Polarization Assay for Inhibitors of MLL CXXC domain - DNA interaction | Histone-lysine N-methyltransferase 2A (Homo sapiens), Q03164 | AID 2662, 2010 | 290,000 compounds, 0.037% hits | Potency, µM (titrated, usually from 115 µM), for inactives: top-dose activity change, negative = inhibition, hits mostly inhibitors | MLL-CXXC / FITC-HOXA9 DNA fluorescence polarization; active = well fitted inhibition curve with a large enough effect in the polarisation, with a control signal flat, not every such curve was filed as active; inconclusive = small, poorly fitted or top-dose-only effect, or effect the other way, or a change in a side signal; inactive = no such curve, though single readings can be large or run the other way; the % refers to the polarisation; note: potency is the fitted concentration of half-maximal effect
#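 Fluorescence polarization: 7 uM MLL-CXXC (stock) preincubated 5 min with compounds, then 50 nM fluorescein-HOX-A9 DNA (stock) added; 30 min ambient. Buffer 50 mM Tris-HCl pH 7.5, 50 mM NaCl, 1 mM DTT, 0.05% BSA.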
# Integrin act MD: qHTS for Activators of Integrin-Mediated Alleviation for Muscular Dystrophy | 350,000 compounds, 0.064% hits | Potency, µM (top dose mostly 38.3 µM), for the others: at the top dose activation, hits mostly activators | AID 624291, 2012 | alpha7betagal myoblasts, beta-gal FDG fluorescence, 48 h;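 note: potency is the fitted concentration of half-maximal effect; 100% = response of the positive control SU9516; nearly all actives have a fitted effect of over 60% in size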
#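 alpha7betagal+/- myoblasts (passage 13, 250/well) treated 48 h at 37C with compounds at 1:260 dilution of DMSO stock. Lysed, then beta-galactosidase activity read as FDG fluorescence (ex 480/em 540) after 30 min, with pre-read for autofluorescence.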
# MBNL1-CUG inh: qHTS Assay for Inhibitors of MBNL1-poly(CUG) RNA binding | Muscleblind-like protein 1 (Homo sapiens), Q9NR56 | TR-FRET MBNL1-His/biotin-(CUG)12 binding, 665/545 ratio | Potency, µM (series often up to 57.5 µM), for the others: top-dose activity change, negative = inhibition, most hits filed as inhibitors | 280,000 compounds, 0.036% hits; active = well fitted inhibition curve with a large enough effect in the signal ratio, with a control signal flat, not every such curve was filed as active; inconclusive = small, poorly fitted or top-dose-only effect, or effect the other way, or a change in a side signal; inactive = no such curve, though single readings can be large or run the other way; the % refers to the signal ratio; note: potency is the fitted concentration of half-maximal effect; % is set by controls: 0 for no effect and ±100 for the full control effect
#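 MBNL1-His + Biotin-(CUG)12, cpd titration 92 nM–58 uM; Tb anti-His Ab 0.055 ng/ul, SA-XL665 5 nM (final); 60 min RT; ratiometric 665/545 nm, Ex 340 nm; normalized to buffer and full-complex controls.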
# TCR act: Activators of T cell receptors: qHTS campaign; 330,000 tested, under 10 active; Potency, µM (top dose mostly 9.22 µM), without a hit: at the top dose activation of IL-2 secretion, actives largely listed as activators; primary human leukocytes, anti-CD3, IL-2 HTRF, 48 h; AID 504894, 2011; note: % of control where 0% means no effect
#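 HTRF read-out of IL-2 secretion: europium cryptate donor excited at 320nm, d2 acceptor emission at 665nm. Cells were primary human leukocytes incubated 48 hr with compounds and a-CD3 beads, supplying TCR signal only.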
# A-T KAP1 phos: qHTS Assay for Identifying a Potential Treatment of Ataxia-Telangiectasia. […] A-T fibroblasts, KAP-1 phosphorylation AlphaLISA; neocarzinostatin DNA damage 30 min before lysis. Potency, µM (top dose mostly 57.5 µM), without a hit: at the highest dose activation, actives largely listed as activators. 320,000 compounds, 0.19% hits; note: potency is the fitted concentration of half-maximal effect; % of control where 0% means no effect; nearly all actives have a fitted effect of over 45% in size
#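 ATM-like activity read as KAP-1 phosphorylation via AlphaLISA donor/acceptor antibody pairs after lysis and 6 hr at 25C. Cells were ATM-null patient fibroblasts ([…], hTERT), dosed 60 min, then exposed to the DSB inducer NCS for 30 min.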
# PTAP TSG101 blk: qHTS Assay for Iinhibitors of HIV-1 Budding by Blocking the Interaction of PTAP/TSG101; Tumor susceptibility gene 101 protein (Homo sapiens), Q99816; Fluorescence polarization, FITC-PTAP peptide / Tsg101 binding; Potency, µM (series often up to 115 µM), for inactives: top-dose activity change, negative = inhibition, hits mostly inhibitors; 340,000 tested, under 10 active; active = well fitted inhibition curve with a large enough effect in the main read-out, with a control signal flat, not every such curve was filed as active; inconclusive = small, poorly fitted or top-dose-only effect, or effect the other way, or a change in a side signal; inactive = no such curve, though single readings can be large or run the other way; note: potency is the fitted concentration of half-maximal effect; % of control where 0% means no effect
#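 Fluorescence polarization binding of Tsg101 binding domain (10 uM final) to FITC-labeled PTAP peptide (50 nM final) in HEPES pH 7.5 buffer with NaCl, Tween 20, EDTA, TCEP. Compounds added before peptide; binding 20 min at RT.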
# Menin-MLL TR inh: qHTS Assay for Inhibitors Targeting the Menin-MLL Interaction in MLL Related Leukemias: Competition With Texas Red Labeled MLL-derived Mutant Peptide. Menin + Texas Red MLL mutant peptide, fluorescence polarization. Potency, µM (titrated, usually from 61.6 µM), inactives show at the top dose FP activity change, negative = inhibition, most hits filed as inhibitors. O00255. 270,000 compounds, 0.23% hits. AID 1768, 2009; active = well fitted inhibition curve with a large enough effect in the polarisation, with a control signal flat, not every such curve was filed as active; inconclusive = small, poorly fitted or top-dose-only effect, or effect the other way, or a change in a side signal; inactive = no such curve, though single readings can be large or run the other way; the % refers to the polarisation; note: potency is the fitted concentration of half-maximal effect; % of control where 0% means no effect; many of its hits are not listed in these tables
# Mito fusion yeast: qHTS Assay for Small Molecule Inhibitors of Mitochondrial Division or Activators of Mitochondrial Fusion; 320,000 compounds, 0.23% hits; S. cerevisiae fusion-defective mutant growth rescue, CellTiterGlo 48 h; Potency, µM (top dose mostly 46.1 µM), for inactives: at the highest dose growth rescue (activation), hits mostly activators;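 note: potency is the fitted concentration of half-maximal effect; % of control where 0% means no effect; nearly all actives have a fitted effect of over 45% in size; temperature-sensitive fusion mutants such as fzo1-1 at 37 °C on non-fermentable ethanol glycerol medium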
#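 Temperature-sensitive fusion-defective S. cerevisiae (e.g. fzo1-1, mgm1-5) were grown with compound in YPEG medium (3% ethanol, 3% glycerol) for 48 hours at 37C. Growth rescue was measured as viability by CellTiterGlo luminescence after 10 minutes at ambient.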
# An asterisk follows results filed as active; u = inconclusive; x = no result given; & = joins results of further samples; [ ] = dose if it differs, or a comment. Unless noted, calls come from the whole dose curve; as a rule, active = well fitted curve in the direction sought with a large enough effect; inconclusive = small, poorly fitted or top-dose-only effect, or another doubt; inactive = no such curve, though single readings can be large; an effect the other way counts as inactive or inconclusive. These rows are one share of the data, so the mix of outcomes need not match the whole.
SMILES	TSHR antagonist	S-ASM inh	MLL CXXC-DNA inh	Integrin act MD	MBNL1-CUG inh	TCR act	A-T KAP1 phos	PTAP TSG101 blk	Menin-MLL TR inh	Mito fusion yeast
O=C(OC(C(=O)NCc1cccs1)c1ccccc1F)c1ccco1 (stereo not drawn)	-12	-3%	-12%	-9%	8%	8%[46.1 µM]	x	-2%	-2%	0%
COCCNC(=O)C(c1ccc(O)cc1)N(Cc1ccccc1)C(=O)CCC(=O)Nc1ccccn1 (stereo not drawn)	1	1%	-3%	20%	1%	0%	8%	1%	x	-2%
Cc1ccc(S(=O)(=O)N2CCC(C(=O)Nc3ccccc3N3CCCCC3)CC2)cc1C	4	2%	x	6%	x	10%	-4%	-1%	x	-3%
CCOc1ccc(CN2CCN(Cc3cccc4c3OCO4)CC2CCO)cc1 (stereo not drawn)	1	6%	-7%	-13%	-11%	4%	-2%	-9%	-5%	3%
COc1ccc(Cc2nnn(CC(=O)O)n2)cc1	6	5%	-6%	24%	-3%	2%	3%	-6%	10%	-6%
CCN(C(=O)C(C)N1C(=O)/C(=C/c2ccco2)SC1=S)C1CCS(=O)(=O)C1 (stereo not drawn)	-7	-23%	12%	-52%	u	-8%	-3%	-3%	u	4%
N#C/C(=N/O)c1nc(-c2ccc(F)cc2)cs1	-4	x	0%	9%	15%	-1%	-13%	0%	0%	24%
CC(C)(C)C(=O)OCc1nc(-c2ccc3c(c2)OCCO3)cs1	-14	25%	0%	5%	-10%	-5%	2%	-3%	36%[activator]	-18%
CSc1ccc(C2=CC(=O)C[C@H](c3ccc(F)cc3)C2)cc1	-9	269%[activator]	x	12%	x	-4%	0%	-4%	x	u
N#CC1=C(N)Oc2cc(Nc3ccccc3)ccc2C1c1ccncc1 (stereo not drawn)	-2	-8%	29%	-45%[inhibitor]	10%	-5%	3%	0%	12%	-5%
COc1cccc(CN2CCNC(=O)C2CC(=O)NCCc2nc(C)c(C)s2)c1OC (stereo not drawn)	3	4%	17%	-15%	-4%	-5%	-6%	-4%	u	3%
O=C(NC1CC1)C1CCCN1S(=O)(=O)c1ccc2ccccc2c1 (stereo not drawn)	-5	1%	0%	-9%	-2%	x	-12%	-4%	17%	-2%
Cc1ccc(OCC(=O)Nn2c(C)nc3ccccc3c2=O)c(C(C)C)c1	-48	-1%	10%	6%	-15%	6%	x	-6%	-12%	4%
CCOc1ccc(NC(=O)C2CC=CCC2C(=O)O)cc1 (stereo not drawn)	-2	3%	5%	10%[7.66 µM]	-1%	9%	0%	-7%	2%	0%
Cc1cc(C)c2[nH]c(=O)c(C(c3nnnn3C(C)(C)C)N(Cc3ccco3)CC3CCCO3)cc2c1 (stereo not drawn)	25	0%	-6%	-12%	9%	-1%	10%	0%	-8%	-4%

# As entered above.
# Cc1cc(C)c2[nH]c(=O)c(C(c3nnnn3C(C)(C)C)N(Cc3ccco3)CC3CCCO3)cc2c1 (stereo not drawn) in PTAP TSG101 blk is entered as 0%
# CCOc1ccc(CN2CCN(Cc3cccc4c3OCO4)CC2CCO)cc1 (stereo not drawn) in MBNL1-CUG inh is entered as -11%

# The main list resumes, starting 2 compounds before the break.
SMILES	TSHR antagonist	S-ASM inh	MLL CXXC-DNA inh	Integrin act MD	MBNL1-CUG inh	TCR act	A-T KAP1 phos	PTAP TSG101 blk	Menin-MLL TR inh	Mito fusion yeast
CCOc1ccc(NC(=O)C2CC=CCC2C(=O)O)cc1 (stereo not drawn)	-2	3%	5%	10%[7.66 µM]	-1%	9%	0%	-7%	2%	0%
Cc1cc(C)c2[nH]c(=O)c(C(c3nnnn3C(C)(C)C)N(Cc3ccco3)CC3CCCO3)cc2c1 (stereo not drawn)	25	0%	-6%	-12%	9%	-1%	10%	0%	-8%	-4%
Cc1nc(NS(=O)(=O)c2ccc(Cl)s2)c2c3c(sc2n1)CCCC3	-32	-2%	3%	-1%	3%	-3%	-3%	-1%	x	21%
CCc1cccc(CC)c1NC(=O)COC(=O)C1(c2ccc(Cl)cc2)CCCC1	-6	0%	-8%	14%	-11%	7%[46.1 µM]	6%	0%	-15%	-7%
O=C(Cn1nnc(-c2ccc(Cl)cc2)n1)NC1CCN(Cc2ccccc2)CC1	22	-2%	-1%	5%	-14%	2%	-3%	-4%	u	0%
CCOC(=O)N1CCN(c2c(N3CCN(C(=O)OCC)CC3)c(=O)c2=O)CC1	0	-1%	5%	u	9%	7%	-3%	1%	x	3%
Cc1n[nH]c(C)c1Cc1c(F)cccc1Cl	-4	2%	-5%	21%	-6%	2%	-6%	-3%	x	0%
CCc1noc(C)c1C(=O)Nc1cc(S(=O)(=O)N(CC)CC)ccc1N1CCOCC1	13	2%	x	-10%	x	2%	-4%	1%	x	-5%
NC(=O)c1ccc(NC(=O)CN2CCN(S(=O)(=O)c3ccc4ccccc4c3)CC2)cc1	6	0%	x	6%	x	4%	-5%	-1%	x	-1%
CCC(Cc1ccccc1)NCc1c(C(=O)O)c(C)n(Cc2ccccc2)c1C (stereo not drawn)	-8	-3%	11%	-14%	-19%	-7%	2%	0%	u	0%
CCOC(=O)/C(C#N)=C/Nc1cc(C(C)(C)C)sc1C(C)=O	-3	3%	5%	34%	24%	3%	3%	-2%	x	8%
O=C(CCC1CCCCC1)Nc1nnc(C(F)(F)F)s1	0	2%	-9%	14%	-6%	7%	-6%	-5%	-5%	1%
CCC[C@@H]1C[C@@]1(CCC)[C@@H](NC(=O)c1ccccc1)c1ccc(C(=O)OC)cc1	-5	43%	10%	-8%	-16%	4%	-12%	-5%	3%&-16%	6%
O=C(NNS(=O)(=O)c1ccc(F)cc1)c1sccc1-n1cccc1	-8	56%	0%	-6%	-3%	-11%	5%	-2%	7%	-4%
COc1ccc(C(=O)NC(C)c2nc3ccccc3[nH]2)cc1OC (stereo not drawn)	-6	0%	-1%	5%	-9%	-2%	3%	-7%	-10%	-6%
O=C(Cn1c(=O)oc2ccccc21)Nc1nnc(N2CCCCCC2)s1	-14	-3%	61%[activator]	-14%	-1%	-10%	12%	2%	u	-2%
CCCOc1ccc(CNC(=O)C2CCN(C(=O)N3CCOc4ccccc43)CC2)cc1	-7	-1%	x	-3%	1%	-3%	4%	-1%	2%	2%
COc1cc(C(=O)NC2CCCCC2)ccc1OC1CCN(C(C)=O)CC1	0	-2%	-2%	-17%	-2%	-12%	5%	-5%	-3%	2%
COc1ccc(NC(=O)CN(C)C(=O)C2CCCO2)cc1 (stereo not drawn)	9	7%	x	23%	x	0%	-1%	-4%	x	-4%
Fc1cccc(/C=N/Nc2ncnc3nc[nH]c23)c1	6	6%	3%	-12%	u	5%	-20%	-3%	-4%	1%
Cc1ccc2cc(C#N)c(N3CCCN(C(=O)c4cnccn4)CC3)nc2c1	4	368%[activator]	13%	10%	14%	7%	2%	-6%	x	6%
COC(=O)c1ccc(S(=O)(=O)N(CCO)Cc2ccccc2)n1C	-8	1%	-11%	-6%	-2%	5%	2%	1%	x	-3%
Cn1cc(CNC(=O)C2CCC(=O)N(Cc3ccccc3F)C2)cn1 (stereo not drawn)	21	-1%	-4%	22%	-4%	-3%	-3%	x	16%	-6%
c1ccc(CNc2nc(-c3ccccc3)nc3ccccc23)cc1	-13	-18%	16%	18%	5%	-2%	u	0%	u	-21%
